Source: PubChem BioAssay
IL-1B inflam inh – qHTS for Inhibitors of Inflammasome Signaling: IL-1-beta AlphaLISA Primary Screen; THP-1 LPS/ATP IL-1B secretion, AlphaLISA, 16 h; active compounds read low; hit rate 4.7% among 360,000; activity change, % at 57.5 µM; in the data active means activity change below about -50%; inconclusive means mostly about -30% to -49%; further: on the % scale 0 is the no-effect control and ±100 the full control effect
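Secreted IL-1B measured by AlphaLISA bead assay after 16 h compound exposure of THP-1 cells; compounds (final up to 57.5 uM) added 1 h before LPS (250 ng/mL) and ATP (1.25 mM) stimulation; lower signal means less secretion.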
HT1080NT lethal – qHTS for induction of synthetic lethality in tumor cells producing 2HG: qHTS for the HT-1080-NT fibrosarcoma cell line; HT-1080-NT fibrosarcoma viability, CellTiter-Glo ATP luminescence, 48 h; Potency, µM (titrated, usually from 46.1 µM), for inactives: at the highest dose activity, negative = less viability, hits mostly cytotoxic; hit rate 1.6% among 360,000; AID 686970, 2013;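 further: NT is the 2HG producing partner of a matched IDH1 knockdown line; potency means the concentration at half of the fitted maximal effect; 0% = DMSO-treated cells and -100% = media-only wells without cells; nearly all actives have a fitted effect of over 55% in size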
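Viability by CellTiter-Glo luminescence after 48 h compound exposure at 37C of HT-1080-NT cells (750/well, RPMI, 5% FBS). % activity scaled between DMSO wells and medium-only wells, then curve-fitted and categorized by curve class.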
KB-3-1 cytotox – qHTS assay for MDR1-selective chemotherapeutics: Primary screen using the parental adenocarcinoma cell KB-3-1; KB-3-1 viability, CellTiter-Glo ATP luminescence, 72 h; Potency, µM (highest dose often 46.1 µM), for inactives: top-dose activity change, negative = cytotoxic, hits mostly cytotoxic; hit rate 1.4% among 400,000; further: potency means the concentration at half of the fitted maximal effect; on the % scale 0 is the no-effect control and ±100 the full control effect; nearly all actives have a fitted effect of over 60% in size
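Screening of KB-3-1 cells (DMEM, 10% FBS, phenol-red free) ran from lowest to highest compound concentration; after 72 h at 37 °C viability was read luminescently and curves fitted.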
GLP1R cytotox – qHTS of GLP-1 Receptor Inverse Agonists: Cytotox Screen; HEK293 cAMP-luciferase reporter cells, luminescence, 24 h; AID 624418, 2012; hit rate 0.13% among 410,000; Potency, µM (highest dose often 38.3 µM), without a hit: top-dose activity change, negative = inhibition, hits mostly inhibitors;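 further: loss of luciferase light is scored as toxicity; potency means the concentration at half of the fitted maximal effect; on the % scale 0 is the no-effect control and ±100 the full control effect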
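Here, cytotoxicity is scored as loss of luminescence. The MLSMR collection was tested on cells seeded in medium containing 10% Nu serum, with a 24 hr compound exposure preceded by 12 hours of culture.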
HT1080 IDH1KD tx – qHTS for induction of synthetic lethality in tumor cells producing 2HG: qHTS for the HT-1080-IDH1KD cell line. HT-1080 IDH1 knockdown viability, ATP luminescence, 48 h. Potency, µM (highest dose often 46.1 µM), without a hit: at the highest dose activity, negative = toxicity, most hits filed as cytotoxic. hit rate 2% among 360,000;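 further: potency means the concentration at half of the fitted maximal effect; 0% = DMSO wells and -100% = cell-free medium wells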
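After a 2 h attachment period, IDH1KD HT-1080 cells took pin-transferred compound for 48 h at 37 °C; ATP-based luminescence after 10 min room-temperature reagent incubation reported viability.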
MCF10A rerep – A quantitative high throughput screen for small molecules that induce DNA re-replication in MCF 10a normal breast cells; hit rate 2.9% among 350,000; AID 624296, 2012; MCF 10A DNA re-replication, Hoechst nuclear intensity, 48 h; Potency, µM (titrated, usually from 46.1 µM), for the others: at the highest dose activity, positive = re-replication, usual class: activators; further: potency means the concentration at half of the fitted maximal effect; % of control where 0% means no effect; nearly all actives have a fitted effect of over 50% in size
KB-V1 MDR tox – qHTS assay for MDR1-selective chemotherapeutics: Primary screen using the drug-selected MDR subline cells KB-V1; KB-V1 MDR cells viability, CellTiter-Glo, 72 h; Potency, µM (highest dose often 46.1 µM), for inactives: top-dose activity change, negative = cytotoxicity, most hits filed as cytotoxic; hit rate 3.4% among 400,000; further: potency means the concentration at half of the fitted maximal effect; on the % scale 0 is the no-effect control and ±100 the full control effect; nearly all actives have a fitted effect of over 60% in size
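qHTS viability screen in drug-selected KB-V1 MDR cells: 72 h compound treatment at 37 degrees C, ATP luminescence end point.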
DRD3 agonist – qHTS of D3 Dopamine Receptor Agonist: qHTS | D(3) dopamine receptor (Homo sapiens), P35462 | D3R DiscoveRx beta-arrestin cells, luminescence, 90 min | max activation, % | hit rate 0.58% among 410,000 | AID 652048, 2013; in the data active means max activation above about 30%; further: 0% is about no effect; mostly tested at two doses, the higher about 12 µM
Target sequence (P35462 whole entry, looked up): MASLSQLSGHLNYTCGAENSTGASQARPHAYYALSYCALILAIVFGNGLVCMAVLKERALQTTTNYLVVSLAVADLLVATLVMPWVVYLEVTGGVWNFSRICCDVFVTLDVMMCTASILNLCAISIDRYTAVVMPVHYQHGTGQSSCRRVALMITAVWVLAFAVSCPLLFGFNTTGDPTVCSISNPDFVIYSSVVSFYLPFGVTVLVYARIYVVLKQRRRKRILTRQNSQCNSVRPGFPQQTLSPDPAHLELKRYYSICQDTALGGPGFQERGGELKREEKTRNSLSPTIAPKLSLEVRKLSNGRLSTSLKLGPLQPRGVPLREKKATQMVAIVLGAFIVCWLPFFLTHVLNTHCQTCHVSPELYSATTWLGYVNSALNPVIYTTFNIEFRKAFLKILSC
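Agonist mode: compounds and dopamine controls were applied to plated cells for 90 min at 37 degrees C after an overnight attachment at 1500 cells/well. Luminescent read-out followed 30 - 60 minutes at room temperature with DiscoveRx detection reagent.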
SW480 rereplic – A quantitative high throughput screen for small molecules that induce DNA re-replication in SW480 colon adenocarcinoma cells; SW480 DNA re-replication, Hoechst DNA content imaging, 48 h; Potency, µM (titrated, usually from 46.1 µM), for the others: at the top dose re-replication activation, actives largely listed as activators; hit rate 1.8% among 340,000; further: potency means the concentration at half of the fitted maximal effect; % of control where 0% means no effect; nearly all actives have a fitted effect of over 55% in size
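DNA re-replication was detected as more nuclei of elevated Hoechst intensity after 48 hr exposure to compound (23 nL pinned per well of 250 cells).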
Active calls of the source: *; ? = inconclusive; · = not tested or not shown. Unless noted, the call rests on the fitted dose curve; in most records, active means well fitted curve in the direction sought with a large enough effect; inconclusive means small, poorly fitted or top-dose-only effect, or another doubt; inactive means no such curve, though single readings can be large; an effect the other way counts as inactive or inconclusive.

The line under a structure holds: IL-1B inflam inh, HT1080NT lethal, KB-3-1 cytotox, GLP1R cytotox, HT1080 IDH1KD tx, MCF10A rerep, KB-V1 MDR tox, DRD3 agonist, SW480 rereplic
CC(C)(C)Nc1nc(Cl)nc(N(C#N)CN2C(=O)c3ccccc3S2(=O)=O)n1
  -101*, -5%, -1%, 0%, ?, ?, 6%, -13, ?
CCOc1ccccc1NC(=O)Cc1coc2cc(C)ccc12
  19, 2%, -7%, 1%, -5%, 9%, -21%, 13, -4%
CC(=C/c1ccc(C(C)C)cc1)/C=N/NC(=O)Cn1nnnc1N
  ·, 3%, 8%, 41%, -5%, 18%, -6%, -5, 17%
O=C1CN(c2ccccc2)C(=S)N1c1ccccc1
  -16, 5%, 1%, 2%, 1%, 0%, -3%, 3, -4%
COc1ccc(OC)c(C(=O)NC(CC(N)=O)c2ccc(N3CCC(Cc4ccccc4)CC3)c([N+](=O)[O-])c2)c1 (stereo not drawn)
  -1, 15%, -6%, -22%, 8%, -5%, 9%, -1, -2%
Cc1ccc(-c2nn3c(=O)cc(CN4CCN(C(=O)Nc5cccc(C(F)(F)F)c5)CC4)nc3s2)cc1
  ·, ·, 4%, 2%, ·, ·, 0%, 5, ·
COc1ccc(C2NC(=O)CCC2[N+](=O)[O-])cc1OC (stereo not drawn)
  28, 2%, 4%, 1%, 0%, -3%, 10%, -9, -13%
Nc1nc(C(c2ccccc2)c2ccccc2)cs1
  -7, -22%, -11%, 5%, -12%, -1%, -23%, 8, 7%
CCOc1ccc(-c2cn(S(=O)(=O)c3cccc4nsnc34)nc2N)cc1
  -15, -1%, -4%, -1%, -13%, 0%, -9%, -6, ?
Cc1ccc(CCNC(=O)CN(c2ccc(C)cc2)S(=O)(=O)N(C)C)cc1
  ·, ·, -9%, -5%, ·, ·, -7%, 0, ·
COc1ccc(C(C)(C)C)cc1NS(=O)(=O)c1cccc2cccnc12
  ?, -10%, 1%, 4%, -1%, 15%, -19%, -12, 2%
CN(C(=O)COC(=O)c1ccc2c(c1)OCO2)c1c(N)n(Cc2ccccc2)c(=O)[nH]c1=O
  -1, -5%, -3%, 3%, -18%, 2%, ?, -2, -3%
COc1ccc(CN2CCN(Cc3c[nH]c4ccccc34)CC2CCO)cc1C (stereo not drawn)
  ?, -26%, -3%, -2%, -16%, ?, 15%, -20, ?
CC(=O)OC(C#CCN1CCOCC1)c1ccccc1 (stereo not drawn)
  0, 8%, 13%, -11%, 0%, 2%, 3%, -6, -10%
Cc1cc(S(=O)(=O)NC(=O)[C@H]2O[C@@H](n3cnc4c(N)ncnc43)[C@H](O)[C@@H]2O)ccc1Br
  39, 10%, 0%, -2%, 19%, ·, -15%, -10, ·
CCN1C(=O)CC(N2CCOCC2)C1=O (stereo not drawn)
  9, 10%, 12%, -8%, 6%, -4%, 25%, 0, -5%
CN(CC(=O)Nc1cccc(F)c1)C(=O)c1ccc(C(=O)c2ccccc2)cc1
  ?, -9%, -1%, -12%, -11%, 14%, -18%, 13, ?
NNC(=O)c1ccc(COc2ccc([N+](=O)[O-])cc2)o1
  2, 1%, 1%, 2%, 3%, -1%, 11%, 3, 19%
Oc1c(Br)cc2oc3c(c2c1CNCc1ccccc1)CCCC3
  -2, -7%, 19%, -9%, -7%, ?, ?, 7, -8%
C/C(=N\NC(=O)CNC(=O)c1ccc2c(c1)OCO2)c1ccco1
  30, 5%, 0%, 5%, 6%, 2%, 0%, -1, -3%
CCN(CC)C(=O)CC(c1cc(OC)c(OC)c(OC)c1)c1c(OC)cc(OC)c2c(-c3ccccc3)cc(=O)oc12 (stereo not drawn)
  ?, -14%, ?, 5%, -20%, -3%, 0%, -7, 1%
COc1cccc(-c2cc(C(=O)Nc3ccc(C)cc3)[nH]n2)c1
  ·, ·, 0%, -10%, ·, ·, -9%, -10, ·
Cc1c(CN2CCc3c([nH]c4ccccc34)C2CC(C)C)cnn1C (stereo not drawn)
  12, -3%, -8%, 1%, 0%, 5%, ?, -1, ?
NC(c1csc(Nc2ccccn2)n1)c1ccccc1Cl (stereo not drawn)
  3, -1%, 0%, -1%, -7%, ·, 4%, -8, ·
CCN(CC1CCCN(CCc2cccc(F)c2)C1)C(=O)c1ccc(CSC)o1 (stereo not drawn)
  -15, -5%, ·, -8%, -25%, 17%, ·, -17, 4%
Nc1nonc1-c1nc2ccccc2n1Cc1c(Cl)cccc1Cl
  ·, ·, 7%, -7%, ·, ·, ?, 17, ·
CCN(CC)S(=O)(=O)c1ccc(N2CCOCC2)c(C(=O)O)c1
  -23, 10%, 1%, -15%, 8%, 1%, 9%, 0, 0%
O=C(O)c1ccc(S(=O)(=O)NCC2CCCCC2)cc1
  17, 4%, 6%, -3%, 13%, -4%, 0%, -2, -2%
C#CCOCCOCCOCCNc1nc(N2CCN(C(=O)[C@H]([C@@H](C)O)n3cc(CCCCN)nn3)CC2)nc(N2CCN(C(=O)[C@H](CCCCN)n3cc(CCCC)nn3)CC2)n1
  16, 15%, 0%, 6%, -1%, -9%, 2%, -5, -25%
Cc1cc(NC(=O)CN2C(=O)NC(C)(CCc3ccccc3)C2=O)no1 (stereo not drawn)
  31, 2%, 12%, 1%, -9%, 3%, 0%, 10, -6%
CN1CCN(C(=O)C(Cc2ccccc2)NS(=O)(=O)c2ccc3c(c2)CCC(=O)N3)CC1 (stereo not drawn)
  3, -14%, 0%, 11%, 0%, -4%, -16%, -10, 0%
Cc1cc(N2C(=O)C3CCC(c4ccccc4)CC3C2=O)no1 (stereo not drawn)
  -1, 8%, -10%, -11%, 6%, -2%, -10%, 7, 0%
CCCc1cc(C(N)=O)c(NC(=O)c2cc(C)on2)s1
  -26, 8%, 13%, 1%, ?, 0%, -1%, 12, 0%
CC(C)(C)c1ccc(OCCNCc2ccccc2)cc1
  -93*, ?, -1%, ?, 16µM*, -3%, ?, -16, -4%
C=CCN1CC(O)=C(c2nc3ccccc3[nH]2)C1=N
  -6, 18%, 15%, -12%, 13%, 0%, 12%, 15, -1%
O=S(=O)(NCCc1csc(-c2ccc(C(F)(F)F)cc2)n1)c1ccc2c(c1)OCCO2
  24, -4%, 8%, 2%, -2%, 7%, 9%, 0, 0%
CN1C(=O)CC(C(=O)O)SC1=Nc1cc(Cl)c(O)c(Cl)c1 (stereo not drawn)
  10, 6%, 3%, -7%, 7%, 5%, 26%, -3, -27%
COc1ccc(CNC(=O)COC(=O)c2cc(S(=O)(=O)N3CCOCC3)ccc2O)cc1OC
  20, 9%, 1%, -16%, 16%, -1%, -5%, 1, -2%
CC1C=CC(C)C(C(=O)O)C1C(=O)O (stereo not drawn)
  0, -2%, -11%, 2%, -2%, -1%, 16%, 1, -4%
Cc1nc2ccccc2c(=O)n1NC(=O)c1ccc(Cl)c(Cl)c1
  0, 13%, 0%, 12%, 1%, 1%, 1%, 3, -31%
Nc1n[nH]c(N)c1N=Nc1ccc(Cl)cc1Cl
  -57*, -17%, ?, -1%, ?, 21%, -23%, 14, ?
Cc1ccccc1Nc1nnc(C)c(=O)[nH]1
  33, 17%, 6%, -2%, 18%, -1%, 12%, -4, 0%
O=C(N/N=C/c1ccco1)C(O)C(O)C(=O)N/N=C/c1ccco1 (stereo not drawn)
  -4, 19%, -2%, -2%, -4%, -3%, -7%, -9, 0%
COc1ccc(/C=C/C(=O)NCC(c2ccc(F)cc2)N2CCOCC2)cc1OC (stereo not drawn)
  -25, -3%, -1%, -2%, -8%, 11%, -13%, -3, 13%
O=C(Nc1ccc(F)c(S(=O)(=O)N2CCOCC2)c1)C1CCCCC1
  9, 8%, 0%, -17%, 11%, 11%, 18µM*, 5, -1%
CC(C)C12CN3CC(C(C)C)(CN(C1)C3c1ccc(OCc3ccccc3)cc1)C2=O (stereo not drawn)
  ·, ·, 7%, -5%, ·, ·, -2%, 13, ·
Cc1ccc(-n2c(Cn3nc(C(F)(F)F)cc3C)n[nH]c2=S)cc1
  11, 7%, 0%, 8%, 3%, -6%, 7%, -9, -6%
COc1ccc(C(=O)CSc2nnc(-c3cccnc3)n2Cc2ccco2)cc1
  ?, 16%, 0%, -21%, 14%, -2%, -12%, 6, -3%
COc1ccc(CCNC(=O)CCC(=O)N2CCOc3ccc(Cl)cc32)cc1OC
  -29, 5%, 20%, -12%, 2%, 15%, -1%, -9, -17%

3 of the compounds above, bar-delimited.
compound | IL-1B inflam inh | HT1080NT lethal | KB-3-1 cytotox | GLP1R cytotox | HT1080 IDH1KD tx | MCF10A rerep | KB-V1 MDR tox | DRD3 agonist | SW480 rereplic
O=C(Nc1ccc(F)c(S(=O)(=O)N2CCOCC2)c1)C1CCCCC1 | 9 | 8% | 0% | -17% | 11% | 11% | 18µM* | 5 | -1%
CC(C)C12CN3CC(C(C)C)(CN(C1)C3c1ccc(OCc3ccccc3)cc1)C2=O (stereo not drawn) | · | · | 7% | -5% | · | · | -2% | 13 | ·
Cc1ccc(-n2c(Cn3nc(C(F)(F)F)cc3C)n[nH]c2=S)cc1 | 11 | 7% | 0% | 8% | 3% | -6% | 7% | -9 | -6%
